Screens deposited in PubChem BioAssay by National Center for Advancing Translational Sciences (NCATS).
HTT cytoprotect: protects HTT-Q103 PC12 cells, measured by ATP. PC12 HTT-Q103 induced, cytoprotection, ATP luminescence, 40 h. Potency, µM (top dose mostly 56.4 µM), for the others: cytoprotection (ATP increase), actives largely listed as activators. hit rate 0.14% among 230,000. AID 1471;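 note: % of control where 0% means no effect; nearly all actives have a fitted effect of over 45% in size; toxic huntingtin expression switched on by the ecdysone agonist tebufenozide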
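Stable PC12 Q103-GFP cells in serum-supplemented, phenol red-free DMEM; induction by tebufenozide at 100 nM final; compound dose series; cell viability quantified luminescently from ATP.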
SMN2 splice up: enhancers of SMN2 splice variant expression | HEK293 SMN2-luciferase splicing reporter, luminescence, 30-36 h | Potency, µM (doses to about 46.1 µM), for the others: at the highest dose activity change, positive = activation, hits mostly activators | hit rate 2.8% among 210,000 | AID 1458; note: % of control where 0% means no effect; nearly all actives have a fitted effect of over 55% in size
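HEK293 cells carry an SMN2 minigene-luciferase reporter in which exon 7 inclusion puts luciferase in frame. Cells were seeded at 2000 cells/well, attached for 10-12 hours, then exposed to compounds for 30-36 hours at 37C before ONE-Glo luminescence.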
An asterisk follows results filed as active; ? = inconclusive; · = no result given; [ ] = another dose, or the depositor's remark. Calls come from the whole dose curve; as a rule, active = well fitted activation curve with a large enough effect; inconclusive = small, poorly fitted or top-dose-only effect; inactive = no such curve, though single readings can be large or run the other way. Potency is the fitted concentration of half-maximal effect. Not all compounds are listed (hit frequency here may not be typical).

Structure | HTT cytoprotect | SMN2 splice up
CC1CCC2(CC1)N=C(c1ccccc1)C(=O)N2CC(=O)Nc1ccc(F)c(Cl)c1 (stereo unspecified) | · | 7%
Cc1nc2c(-c3ccccc3)c(C)nn2c(C)c1CCC(=O)NCc1ccc(F)cc1 | · | -9%
Cc1ccc(OCC(=O)Nc2ccc(S(=O)(=O)Nc3cc(C)nc(C)n3)cc2)c(Br)c1 | · | -9%
CCN(CC)c1ccc(NC(=O)c2cnn(-c3ccccc3)c2-n2cccc2)c(C)c1 | · | ?
O=C(CSCn1nnc2c(=O)[nH]c(Cc3ccc(F)cc3)nc21)Nc1ccccc1 | · | 7%
COC(=O)c1c(Oc2ccc(C(C)=O)cc2)nnc(-c2ccccc2)c1-c1ccccc1 | · | 100%
COc1cccc(-c2nc(SCC(=O)Nc3ccc4c(c3)OCCO4)c(-c3ccccc3)[nH]2)c1 | · | -20%
CCOc1ccc(OCC)c(NC(=O)CCc2nc3cccnc3n2Cc2cccs2)c1 | · | -17%
CCC12CN3CC(CC)(CN(C1)C3c1ccc(OCc3ccccc3)cc1)C2=O (stereo unspecified) | · | 3%
Cc1ccc(CNC(=O)CC2Oc3ccc(Cl)cc3NC2=O)cc1 (stereo unspecified) | · | ?
Cc1ccn2c(Nc3ccccc3)c(-c3c[nH]c4ccccc34)nc2c1 | · | 11µM*
CC1=C(C(=O)Nc2ccc(Cl)cc2)C(C(C)C)n2nc(SCc3cccc(C)c3)nc2N1 (stereo unspecified) | · | 12%
COc1ccc(S(=O)(=O)N2CCC(Oc3cccc(C(F)(F)F)c3)CC2)cc1OC | · | 6%
CCOC(=O)c1cc(NC(=O)c2ccc(C)cc2)c(=O)n2c1oc1ccccc12 | · | 4%
COc1cccc(-c2nc(S(=O)(=O)c3ccc(C)cc3)c(N3CCCCC3)o2)c1 | · | 2%
Cc1cc(C)cc(OCc2cc(=O)n3c4c(sc3n2)CCCC4)c1 | · | -1%
COc1ccc(NC(=O)c2oc3ccccc3c2NC(=O)c2cc(C)cc(C)c2)c(OC)c1 | · | 4%
O=C1Nc2c(c(=O)[nH]c(=O)n2-c2ccc(F)cc2)C1(NS(=O)(=O)c1ccc(Cl)cc1)C(F)(F)F (stereo unspecified) | · | 3%
COc1cccc(NC(=O)c2csc3c2CCCCC3)c1 | · | 13µM*
Cc1ccc2oc(-c3ccc(C)c(NC(=O)/C=C/c4ccco4)c3)nc2c1 | · | ?
COc1cc(/C=C/c2nc(C#N)c(NCCc3ccccc3)o2)cc(OC)c1OC | · | 20%
COc1ccc(Nc2c3c(nc4ccc(NC(=O)c5cc(Cl)ccc5OC)cc24)CCCC3)cc1OC | · | -107%[inhibitor]
Cc1ccccc1Cc1c(C)nc2nc(SCC(=O)NCCc3ccc(Cl)cc3)nn2c1C | · | 11%
COc1cc(OC)cc(-c2nc3nc(C)c(CCC(=O)NCCC(C)C)c(C)n3n2)c1 | · | 0%
CCOC(=O)c1c(-c2ccc(C)cc2)csc1NC(=O)c1nc(SC(C)C)ncc1Cl | · | 5%
COc1ccc(OC)c(NC(=O)CCNS(=O)(=O)c2cccc3nsnc23)c1 | · | 5%
Cc1ccc(C(C)C)c(OCC(=O)Nc2ccc(-c3nc4ncccc4o3)cc2C)c1 | · | -6%
COc1ccc(-c2nc3ccccc3s2)cc1NC(=O)COc1ccc(C)cc1 | · | 1.3µM*
O=C(CSc1nc(-c2ccccc2)cc(=O)[nH]1)Nc1ccccc1F | · | -12%
COc1cccc(NC(=O)CN2C(=O)CC(c3ccco3)Sc3ccccc32)c1 (stereo unspecified) | · | -9%
CCCn1c(=N)c(C(=O)NCc2ccco2)cc2c(=O)n3cc(C)ccc3nc21 | · | 0%
Cc1c(C(=O)OC2CCCCC2)[nH]c2c1C(=O)CC(c1ccccc1Cl)C2 (stereo unspecified) | · | -1%
Cc1ccc(NC(=O)C2CCN(S(=O)(=O)c3c(C)noc3/C=C/c3ccco3)CC2)cc1C | · | -7%
O=C(c1cnc2cc(-c3ccccc3)nn2c1)c1cc([N+](=O)[O-])ccc1O | · | -18%
O=C(C1CCN(S(=O)(=O)c2cccs2)CC1)N1CCN(c2cccc(Cl)c2)CC1 | · | -6%
CCC12CN3CC(C)(CN(C1)C3c1ccccc1C)C2=O (stereo unspecified) | · | 14%
COc1ccc(C(=O)Nc2onc3c2CCCC3)cc1 | · | 0.79µM*
Cc1ccc(C(=O)N2CCn3c4c(c5cc(C)ccc53)CCCC42)cc1 (stereo unspecified) | · | -16%
Cc1cn2c(=O)cc(COc3cccc(NC(=O)c4ccccc4Cl)c3)nc2s1 | · | 5%
Cc1ccc(Oc2coc3cc(OCC(=O)NC4CCCCC4)ccc3c2=O)cc1 | · | -9%
Cc1oc(-c2cccc(Cl)c2)nc1CS(=O)(=O)CC(=O)NC(C)CCc1ccccc1 (stereo unspecified) | · | -1%
COc1cccc(N2CCN(C(=O)C3CCCN(S(=O)(=O)c4cccc5nsnc45)C3)CC2)c1 (stereo unspecified) | · | -8%
COc1ccccc1NC(=O)CSc1oc(-c2cccs2)nc1S(=O)(=O)c1ccc(C)cc1 | · | 8%
CCOC(=O)c1c(C)c(-c2ccccc2)n(CC(=O)NC2CCCCCC2)c1C | · | 16%
Cn1c(=O)c2c(-c3ccc(Cl)cc3)n(CCc3ccccc3)cc2n(C)c1=O | · | -8%
CCCCNS(=O)(=O)c1ccc(NC(=O)c2c(-c3ccccc3)noc2C)cc1 | · | -4%
CCOc1c(CNCCSc2nnnn2C)cccc1OC | · | 4%
COc1ccc(-c2nc3cc(C(C)C)ccc3o2)cc1NC(=O)c1ccccc1[N+](=O)[O-] | · | -1%
CCOC(=O)c1ccccc1NC(=O)CN1CCC(n2nnc3cc(F)ccc32)CC1 | -19%[10 µM] | ·
O=C(Nc1ccc(-c2nnc(-c3ccccc3)o2)cc1)c1ccc(Br)o1 | -10%[0.074 µM] | ·
COc1ccc(-n2c(SCC(=O)N3CCCC3)nc3c([nH]c4ccccc43)c2=O)cc1 | -1% | ·
COc1ccc(CCNC[C@H](O)c2ccc(O)cc2)cc1OC | 0%[1.9 µM] | ·
COC(=O)[C@@H](NC(=O)c1cc(-c2ccccc2)nc2ccccc12)c1ccccc1 | -21%[1.9 µM] | ·
Cn1c(=O)c2c(nc(CN3CCN(c4cccc(Cl)c4)CC3)n2CCc2ccccc2)n(C)c1=O | -31%[inhibitor][0.074 µM] | ·
Cn1c(=O)c2c(nc(CN3CCN(c4ccccc4)CC3)n2CCc2ccccc2)n(C)c1=O | -37%[inhibitor][0.074 µM] | ·
CC(C)C[C@H](NC(=O)[C@@H](NC(=O)N[C@@H](Cc1ccccc1)C(=O)O)[C@H]1CCN=C(N)N1)C(=O)N[C@H](C=O)Cc1ccccc1 | -1% | ·
CC1CCN(CC[C@@H]2CCCN2S(=O)(=O)c2cccc(O)c2)CC1 | 13%[1.9 µM] | ·
C=CCn1c(CNC(=O)CCC)nc2ccccc21 | -2% | ·
Cn1c(=O)n(CC(=O)OCc2ccccc2)c(=O)c2c1nc1n2CCCN1C1CCCCC1 | 20%[0.074 µM] | ·
O=C(c1[nH]o[n+](=O)c1C(=O)c1csc2ccccc12)c1csc2ccccc12 | -44%[inhibitor][10 µM] | ·

> CC1(C)CC(=O)C=C(NCCCN2CCCC2=O)C1
  HTT cytoprotect: -4%[10 µM]	SMN2 splice up: ·
> COCCCn1c(=N)c(C(=O)NCc2ccc3c(c2)OCO3)cc2c(=O)n3cccc(C)c3nc21
  HTT cytoprotect: -21%[0.074 µM]	SMN2 splice up: ·
> CCN(CC)CCCN1C(=O)C(=O)/C(=C(/O)c2c(C)nc3ccccn23)C1c1ccc(C)o1 (stereo unspecified)
  HTT cytoprotect: -17%[0.074 µM]	SMN2 splice up: ·
> CSc1nc(-c2ccccc2)nc2[nH]ccc(=O)c12
  HTT cytoprotect: 4%[10 µM]	SMN2 splice up: ·
> COc1cccc(C2CC(c3ccccc3Cl)Nc3ncnn32)c1 (stereo unspecified)
  HTT cytoprotect: -42%[inhibitor][0.074 µM]	SMN2 splice up: ·
> CN(C)/C=C1\C(=O)c2ccc(N(C)C)nc2CC1c1ccccc1 (stereo unspecified)
  HTT cytoprotect: -19%[0.074 µM]	SMN2 splice up: ·
> COc1cc(CN2CC(C)OC(C)C2)cc(OC)c1 (stereo unspecified)
  HTT cytoprotect: -12%	SMN2 splice up: ·
> O=C1C=CC2=C3c4cc(O)c(O)cc4C[C@@]3(O)COC2=C1O
  HTT cytoprotect: -13%	SMN2 splice up: ·
> C=C1CC[C@H]2C(C)(C)[C@H](O)CC[C@]2(C)[C@@H]1COc1ccc2ccc(=O)oc2c1
  HTT cytoprotect: ?	SMN2 splice up: ·
> O=c1cc(O)cc(/C=C\c2ccc(O)c(O)c2)o1
  HTT cytoprotect: -33%[inhibitor][1.9 µM]	SMN2 splice up: ·
> O=C(CSc1ncnc2c1oc1ccccc12)NCC1CCCO1 (stereo unspecified)
  HTT cytoprotect: 1%[0.074 µM]	SMN2 splice up: ·
> Cc1cc(C)c2c3c(c(-c4ccccc4)n2n1)c(=O)n(C)c(=O)n3C
  HTT cytoprotect: -6%[10 µM]	SMN2 splice up: ·
> O=C(CCn1c(=S)[nH]c2cc3c(cc2c1=O)OCO3)N1CCN(c2ccccn2)CC1
  HTT cytoprotect: -1%[0.074 µM]	SMN2 splice up: ·
> CCOc1nc(-c2ccccc2)ccc1-c1noc(-c2ccc(OC)c(OC)c2)n1
  HTT cytoprotect: -16%[10 µM]	SMN2 splice up: ·
> O=C(CSc1nc(N2CCCCC2)nc(N2CCCCC2)n1)NC1CCCCC1
  HTT cytoprotect: 14%[0.074 µM]	SMN2 splice up: ·
> CCOCCCn1c(=N)c(C(=O)Nc2cc(C)on2)cc2c(=O)n3ccccc3nc21
  HTT cytoprotect: 10%	SMN2 splice up: ·
> CCCn1c(=O)c2ccccc2n2c(SCc3cc(=O)n4ccsc4n3)nnc12
  HTT cytoprotect: -5%[10 µM]	SMN2 splice up: ·
> c1ccc(-c2nnc(-c3cccc(-c4nnc(-c5ccccc5)o4)c3)o2)cc1
  HTT cytoprotect: -10%[0.074 µM]	SMN2 splice up: ·
> C=CCOc1ccccc1/C=c1\sc2nc(-c3oc4ccccc4c3C)nn2c1=O
  HTT cytoprotect: -16%[0.074 µM]	SMN2 splice up: ·
> Cc1cccc(-c2c3c(=O)n(C)c(=O)n(C)c3cn2-c2ccc(O)cc2)c1
  HTT cytoprotect: 2%[0.074 µM]	SMN2 splice up: ·
> CN1CCc2cc(Cl)c(O)cc2[C@H](c2ccccc2)C1
  HTT cytoprotect: 11%[1.9 µM]	SMN2 splice up: ·
> CC1CCN(Cc2nc3c(c(=O)n(C)c(=O)n3C)n2Cc2cccc3ccccc23)CC1
  HTT cytoprotect: 10%	SMN2 splice up: ·

In the list so far, 10 contain an NH in an aromatic ring.
> O=C(CSCn1nnc2c(=O)[nH]c(Cc3ccc(F)cc3)nc21)Nc1ccccc1
  HTT cytoprotect: ·	SMN2 splice up: 7%
> COc1cccc(-c2nc(SCC(=O)Nc3ccc4c(c3)OCCO4)c(-c3ccccc3)[nH]2)c1
  HTT cytoprotect: ·	SMN2 splice up: -20%
> Cc1ccn2c(Nc3ccccc3)c(-c3c[nH]c4ccccc34)nc2c1
  HTT cytoprotect: ·	SMN2 splice up: 11µM*
> O=C1Nc2c(c(=O)[nH]c(=O)n2-c2ccc(F)cc2)C1(NS(=O)(=O)c1ccc(Cl)cc1)C(F)(F)F (stereo unspecified)
  HTT cytoprotect: ·	SMN2 splice up: 3%
> O=C(CSc1nc(-c2ccccc2)cc(=O)[nH]1)Nc1ccccc1F
  HTT cytoprotect: ·	SMN2 splice up: -12%
> Cc1c(C(=O)OC2CCCCC2)[nH]c2c1C(=O)CC(c1ccccc1Cl)C2 (stereo unspecified)
  HTT cytoprotect: ·	SMN2 splice up: -1%
> COc1ccc(-n2c(SCC(=O)N3CCCC3)nc3c([nH]c4ccccc43)c2=O)cc1
  HTT cytoprotect: -1%	SMN2 splice up: ·
> O=C(c1[nH]o[n+](=O)c1C(=O)c1csc2ccccc12)c1csc2ccccc12
  HTT cytoprotect: -44%[inhibitor][10 µM]	SMN2 splice up: ·
> CSc1nc(-c2ccccc2)nc2[nH]ccc(=O)c12
  HTT cytoprotect: 4%[10 µM]	SMN2 splice up: ·
> O=C(CCn1c(=S)[nH]c2cc3c(cc2c1=O)OCO3)N1CCN(c2ccccn2)CC1
  HTT cytoprotect: -1%[0.074 µM]	SMN2 splice up: ·
